# Compound activity from PubChem.
# TbMetRS inhib: Trypanosoma brucei MetRS inhibition. AID 624268. purified T. brucei MetRS, ATP depletion, Kinase-Glo luminescence. inhibition, % at 11.9 µM. hit rate 0.4% among 360,000;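 active means inhibition above a per-plate cutoff of the control wells' mean inhibition plus 3 SD, cut at about 5.5% in these data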;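 further: 0% = DMSO wells median and 100% = median of wells with control inhibitor compound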
#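 technique = Kinase-Glo luminescence, ATP depletion format | system = purified MetRS (methionyl-tRNA synthetase) enzyme from Trypanosoma brucei | timing = 15 min preincubation, 2 h reaction, all 25 °C | evaluation = percent inhibition versus plate control medians | dosing = single dose, 11.9 µM final nominal, 0.9% final DMSO | also added = substrates ATP, L-methionine and bulk Escherichia coli tRNA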
# MsrA act: activates bovine MsrA enzyme; AID 602163; purified bovine MsrA, absorbance read-out; hit rate 0.3% among 360,000; activation, % at 10.6 µM; in the data active means activation above about 7.5%;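 further: 0% = vehicle and 100% = reference activator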
# PABP1 MLLE inh: inhibitors of microRNA-mediated deadenylation, human PABP1 MLLE binding | hit rate 0.36% among 360,000 | AID 588489 | GST-MLLE / FITC-PAM2 fluorescence polarization | inhibition, % at 20 µM | P11940; in the data active means inhibition above about 35%, passing the limit was not always enough;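 further: plate controls were DMSO wells with GST-MLLE for no effect and wells lacking GST-MLLE protein for full effect; some results filed as inactive read as strong as hits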
# CSN inh: blocks human CSN-mediated cullin deneddylation; inhibition, % at 12.5 µM; hit rate 0.38% among 360,000; Q92905; Purified CSN, SCF-Nedd8-OG deneddylation, fluorescence polarization;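 active means pattern-corrected inhibition above about 35%, with an unprinted fluorescence ratio check between 0.5 and 1.5, limit read from the data, passing the limit was not always enough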;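 further: 0% = enzyme with substrate and 100% = substrate without enzyme; some results filed as inactive read as strong as hits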
# Target sequence (Q92905 whole entry, looked up, one chain of several): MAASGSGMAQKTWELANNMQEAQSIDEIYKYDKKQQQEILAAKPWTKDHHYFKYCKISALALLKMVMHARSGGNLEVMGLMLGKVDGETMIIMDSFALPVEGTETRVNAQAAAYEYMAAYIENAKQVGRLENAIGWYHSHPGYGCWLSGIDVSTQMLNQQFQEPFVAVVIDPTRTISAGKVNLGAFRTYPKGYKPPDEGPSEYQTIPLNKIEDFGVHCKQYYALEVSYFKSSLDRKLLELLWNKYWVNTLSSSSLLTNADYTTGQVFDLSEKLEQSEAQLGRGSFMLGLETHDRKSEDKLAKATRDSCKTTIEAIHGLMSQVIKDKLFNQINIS
#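 Assay system: Purified human Csn5 enzyme expressed in HEK293T cells | Amount: Enzyme 0.24 nM | Measured by: Fluorescence polarization readout | Medium: Tris/NaCl/DTT buffer, pH 7.5 | Compound dosing: One concentration, 12.5 µM, 0.25% DMSO | Times: 90 min incubation of compound, enzyme and substrate at room temperature | Control set: no-enzyme wells high, enzyme-with-substrate wells low | Read-out: % inhibition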
# MsrA inhibitor: bovine MsrA inhibition | purified bovine MsrA, absorbance read-out | inhibition, % at 15.5 µM | hit rate 0.75% among 360,000; in the data active means inhibition above about 4.5%;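 further: 0% = vehicle wells with enzyme and 100% = reference inhibitor wells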
# Neddylation inh: cullin neddylation inhibition; TR-FRET cullin neddylation, biochemical; calls only at 25 µM; hit rate 0.58% among 360,000; P61081+Q13564; in the data active means inhibition above about 36%
# Rin1-Abl PPI inh: human Rin1-Abl interaction inhibition. P00519+Q13671. TR-FRET Rin1/Abl binding, biochemical. inhibition, % at 7.35 µM. hit rate 0.4% among 360,000. AID 588664; in the data active means inhibition above about 5%, passing the limit was not always enough
# eLon inh: inhibits E. coli Lon protease | P0A9M0 | purified E. coli Lon protease, fluorescence polarization | inhibition, % at 7.94 µM | hit rate 0.42% among 360,000 | AID 602123; in the data active means inhibition above about 13%, passing the limit was not always enough;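 further: 0% = enzyme with probe and DMSO and 100% = no enzyme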
# Target sequence (P0A9M0 whole entry, looked up): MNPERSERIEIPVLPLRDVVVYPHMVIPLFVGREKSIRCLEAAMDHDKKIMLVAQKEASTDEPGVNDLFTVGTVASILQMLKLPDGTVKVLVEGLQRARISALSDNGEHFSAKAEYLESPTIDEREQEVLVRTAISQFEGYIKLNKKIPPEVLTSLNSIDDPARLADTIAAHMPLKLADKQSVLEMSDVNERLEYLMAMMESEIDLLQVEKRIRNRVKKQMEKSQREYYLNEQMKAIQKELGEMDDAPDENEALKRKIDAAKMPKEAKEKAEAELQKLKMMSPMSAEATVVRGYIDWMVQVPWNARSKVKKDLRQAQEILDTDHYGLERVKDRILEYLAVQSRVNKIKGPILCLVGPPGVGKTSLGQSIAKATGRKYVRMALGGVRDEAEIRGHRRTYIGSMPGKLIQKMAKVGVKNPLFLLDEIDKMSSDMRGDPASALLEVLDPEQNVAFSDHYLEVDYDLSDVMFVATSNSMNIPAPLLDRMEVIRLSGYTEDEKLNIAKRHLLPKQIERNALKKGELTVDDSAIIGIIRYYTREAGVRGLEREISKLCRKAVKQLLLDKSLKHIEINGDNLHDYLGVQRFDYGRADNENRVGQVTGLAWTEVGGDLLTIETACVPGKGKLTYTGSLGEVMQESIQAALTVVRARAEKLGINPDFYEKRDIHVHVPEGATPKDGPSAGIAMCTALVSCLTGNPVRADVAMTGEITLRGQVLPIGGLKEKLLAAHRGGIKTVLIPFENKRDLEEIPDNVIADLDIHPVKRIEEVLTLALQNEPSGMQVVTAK
# FAS TE block: FAS thioesterase (human) inhibition; P49327; recombinant FAS-TE, OMFH fluorogenic substrate, fluorescence endpoint; inhibition, % at 15 µM; hit rate 0.67% among 360,000; AID 602261;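 active means compounds whose normalised, plate-corrected inhibition of enzyme fluorescence in the single-dose primary screen is 50% or more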;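 further: 0% = DMSO with enzyme and 100% = substrate without enzyme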
# * marks the source's active call; other numbers are inactive results; i = inactive; . = no result given.
SMILES,TbMetRS inhib,MsrA act,PABP1 MLLE inh,CSN inh,MsrA inhibitor,Neddylation inh,Rin1-Abl PPI inh,eLon inh,FAS TE block
Cc1cc(C)n(CCCNC(=O)c2ccc(C)c(S(=O)(=O)N3CCOCC3)c2)n1,-0.4,-6,11,4,-0.2,i,-2,-3,-7
CCCCNC(=O)Nc1ncn[nH]1,-0.7,-1,3,-1,0.1,i,1,-7,-2
OC(CSc1ccccc1Cl)CN1CCN(c2ccccc2F)CC1 (configuration not stated),-0.6,0,-1,3,0.3,i,5,-5,6
Cc1ccc(-n2c(C)cc(C=C3C(=O)CC(C)(C)CC3=O)c2C)cc1,-0.8,-9,5,2,1.6,i,-1,8,-8
O=C1C2CCCN2C(c2ccc(Br)cc2)N1c1ccc(F)cc1 (configuration not stated),0.2,-3,0,4,-0.3,i,1,1,1
CC1(C)NC(=O)N(CC(=O)Nc2nc(-c3ccc(F)cc3)cs2)C1=O,0.6,-1,-11,-2,-0.3,i,1,-6,-6
O=C(Nc1ccc(F)cc1Cl)c1ccc2c(=O)n3c(nc2c1)CCCCC3,-0.6,2,7,3,-0.6,i,-4,-5,5
CC(=O)c1ccc(NC(=S)Nc2ccn(Cc3ccc(Br)cc3)n2)cc1,4.1,-3,23,-3,1.5,i,-1,-3,3
CCC(=O)Nc1ccccc1C(=O)OC(c1ccccc1)c1ccccc1,0.2,-2,0,-8,0.4,i,1,-3,20
CCOC(=O)c1c(N)sc(C(=O)N2CCCCC2)c1C,-0.3,0,-2,-4,0.6,i,-3,4,-8
O=C1NC2(CCCCO2)CO1 (configuration not stated),-0.3,-5,8,0,-0.5,i,3,-3,-18
COc1ccccc1/C=N/n1cnnc1,0.2,-4,4,-5,0.2,i,3,-4,-12
COc1cccc(NC(=O)CN(C)C(=O)c2ccc(-c3cccc(C(F)(F)F)c3)o2)c1,0.5,0,14,2,-0.1,i,3,-5,23
Cc1cc(C)c(S(=O)(=O)Nc2ccc(N3CCOCC3)cc2)c(C)c1,-0.3,0,3,8,-0.5,i,-1,1,2
CC(=O)OCC(=O)C1(O)CCC2C3CC(F)C4=CC(=O)CCC4(C)C3C(O)CC21C (configuration not stated),0.5,1,7,-4,-0.8,i,3,-6,-7
CN(C)C(=O)CSc1nc2ccccc2n1Cc1ccccc1,-0.1,-3,-11,3,1.3,i,-3,3,-7
Nc1ccc2c(c1)C(=Cc1cccnc1)c1ccccc1-2,-0.1,-1,10,-1,0.5,i,-6,-6,4
COc1ccc(Cc2nnc(NC(=O)Cc3cccs3)s2)cc1,0.2,-2,-12,48,.,i,0,-13,-4
Cc1cc2nc(N)sc2cc1C,-0.8,0,2,-3,1.7,i,2,5,-5
COc1cc(NC(=O)C2CC2)c(OC)cc1NC(=O)c1ccco1,-0.1,-2,-13,2,0.4,i,3,-3,-5
Nc1nc(NCCCN2CCOCC2)nc(Nc2cccc(Cl)c2)c1[N+](=O)[O-],0.1,-2,5,-1,2.1,i,-2,0,3
Cc1cscc(C)c1=S,0.4,-2,38*,4,1.2,i,-2,9,-8
Cc1ccc(OCCCOc2cccc3cccnc23)cc1C,-0.6,-1,-1,1,-1.4,i,1,-2,12
O=C(Nc1cccc(Cl)c1Cl)Nn1cnnc1,-0.4,-6,-9,2,-0.7,i,0,7,-22

# A different layout for some results above.
SMILES | TbMetRS inhib | MsrA act | PABP1 MLLE inh | CSN inh | MsrA inhibitor | Neddylation inh | Rin1-Abl PPI inh | eLon inh | FAS TE block
COc1cccc(NC(=O)CN(C)C(=O)c2ccc(-c3cccc(C(F)(F)F)c3)o2)c1 | 0.5 | 0 | 14 | 2 | -0.1 | i | 3 | -5 | 23
Cc1cc(C)c(S(=O)(=O)Nc2ccc(N3CCOCC3)cc2)c(C)c1 | -0.3 | 0 | 3 | 8 | -0.5 | i | -1 | 1 | 2

# (more compounds)
SMILES,TbMetRS inhib,MsrA act,PABP1 MLLE inh,CSN inh,MsrA inhibitor,Neddylation inh,Rin1-Abl PPI inh,eLon inh,FAS TE block
COc1ccc(C(=O)Oc2ccc(Br)cc2C(=S)N2CCOCC2)cc1,-1.6,-10,-61,1,-1.6,i,1,4,15
COCCn1c(SC(C)C(=O)NC2CC2)nnc1-c1cccc(C)c1 (configuration not stated),-0.4,0,-45,-2,-0.7,i,-2,-4,-3
CN(C)c1ncnc2c1ncn2[C@H]1CN(CCN2CCOCC2)C[C@@H](CO)O1,-0.2,-2,-4,3,0.4,i,0,3,-8
O=C(Nc1ccc2c(c1)OCO2)c1ccc(CO)cc1,0.2,-1,-3,-3,0.9,i,1,-7,-5
CN1CCN(C(=O)c2ccc(S(=O)(=O)Nc3ccccc3)cc2)CC1,0.5,-3,3,-3,-0.7,i,0,-9,-6
O=C1N(C2CCCC2)C[C@@H]2C[C@@H](c3cn[nH]c3-c3ccc(Cl)cc3)N3CCC[C@@]123,0.8,-2,-6,6,1.4,i,6,0,2
O=C(Nc1cc(C(F)(F)F)ccc1N1CCOCC1)c1ccc(Br)o1,-0.1,2,-8,-5,0.4,i,1,-4,11
COC(=O)c1ccc(OC(=O)/C=C/c2ccco2)cc1,-0.4,-2,-8,25,1.6,i,-1,-4,7
Cc1ccc(C)c(S(=O)(=O)N2CCN(C(=O)Cn3c(C(F)(F)F)nc4ccccc43)CC2)c1,-0.7,-3,-12,0,2.4,i,2,-10,7
CC(C)(C)c1ccc(C2(C)NC(=O)N(CC(=O)Nc3ccc4c(c3)OCO4)C2=O)cc1 (configuration not stated),-0.5,-1,-4,2,-0.7,i,1,0,26
CCOC(=S)SCc1cn2cccc(C)c2n1,-0.1,-4,39*,8,0.4,i,4,3,-7
COc1ccc(C2/C(=C(/O)c3ccc4c(c3)CC(C)O4)C(=O)C(=O)N2CCCN2CCOCC2)cc1 (configuration not stated),-0.7,-12,5,-4,1.0,i,2,2,-4

# Compounds from the list above containing an NH in an aromatic ring:
SMILES,TbMetRS inhib,MsrA act,PABP1 MLLE inh,CSN inh,MsrA inhibitor,Neddylation inh,Rin1-Abl PPI inh,eLon inh,FAS TE block
CCCCNC(=O)Nc1ncn[nH]1,-0.7,-1,3,-1,0.1,i,1,-7,-2
O=C1N(C2CCCC2)C[C@@H]2C[C@@H](c3cn[nH]c3-c3ccc(Cl)cc3)N3CCC[C@@]123,0.8,-2,-6,6,1.4,i,6,0,2

# The listing continues.
SMILES,TbMetRS inhib,MsrA act,PABP1 MLLE inh,CSN inh,MsrA inhibitor,Neddylation inh,Rin1-Abl PPI inh,eLon inh,FAS TE block
COc1cc(C)ccc1OCC(=O)Nc1ccc2c(c1)OCO2,-0.1,-2,-2,-3,-0.2,i,-1,-1,-1
CCCCOc1ccc(/C=C/C(=O)OCC(=O)NC(=O)NCC(C)C)cc1OCC,-0.6,-5,6,-18,1.7,i,0,-10,-3
COc1ccccc1CN1CC(C(=O)NCc2cc(F)ccc2C)CCC1=O (configuration not stated),-0.4,-1,-13,2,0.0,i,0,11,-1
CCOC(=O)[C@]12CCC=C1N(CCC1=CCCCC1)C(=O)[C@H](CC(=O)NCC1CCCCC1)C2,-0.5,-3,.,4,-1.0,i,.,0,1
CC(C)c1ccc(/C=C2\CC/C(=C\C=N\N(C)C)C2=O)cc1,0.9,-1,-42,7,-0.8,i,-2,-33,-4
CCOc1ccc(OCC)c(NC(=O)CC2Oc3ccc(C)cc3NC2=O)c1 (configuration not stated),-0.2,-1,6,3,0.2,i,-1,3,2
O=c1ccn(CCOc2ccc(Cl)cc2)c(=O)[nH]1,-0.5,-9,2,3,-0.5,i,-3,-2,-6
CN1C(=S)SC(/[N+]([O-])=C\c2ccc(Cl)cc2)C1(C)C (configuration not stated),-0.4,-4,4,7,-0.3,i,0,2,-4
O=C(c1ccccc1)c1ccc2nc(-c3ccco3)c(-c3ccco3)nc2c1,-0.1,-3,2,65,-0.8,i,1,-6,16
CN(CC(=O)Nc1ccc(F)cc1)C(=O)COC(=O)c1ccc(-c2ccccc2)cc1,-0.5,-5,-6,0,0.5,i,-1,9,-2
CC1CN(c2nc3c(c(=O)n(Cc4ccc(Cl)cc4)c(=O)n3C)n2C)CC(C)O1 (configuration not stated),-1.4,-14,11,-2,1.9,i,0,-3,-2
O=C(Nc1nccs1)[C@@H]1CCCN1S(=O)(=O)c1ccc(Cl)cc1,-0.3,-3,2,4,0.2,i,5,-9,-3
O=C(COc1ccc2ccccc2c1)Nc1ccc(Br)cc1C(=O)O,-0.4,-2,-2,9,-0.9,i,-2,-4,14
O=C(/C=C/[C@H]1O[C@@H](n2cnc3c(NC(=O)c4ccccc4)ncnc32)[C@H](O)[C@@H]1O)NCc1ccco1,0.5,-2,8,-4,-0.3,i,1,-3,-13
CCn1c(SCC(=O)Nc2cc(C)ccc2C)nc2c(c1=O)SC(C)C2 (configuration not stated),-0.1,-4,17,0,0.8,i,2,-2,-5
CCOc1ccc2nc(Cl)c(/C=C/C(=O)c3ccco3)cc2c1,0.4,-2,-6,11,-0.1,i,1,-13,5
Cc1ccc(S(=O)(=O)NCCC(=O)N2CCC(C(N)=O)CC2)cc1C,-0.7,-8,6,-1,0.3,i,-2,-6,1
COc1cccc(NC(=O)c2ccccc2-c2nc(-c3ccccc3)no2)c1,-1.4,-10,-1,8,-0.8,i,-2,0,22
COc1ccc(Cl)cc1NC(=O)N1CCN(C2CCCCC2)CC1,0.3,-1,-2,3,.,i,-2,-4,3
Cc1ccc(C(=O)N/C(=C\c2ccc(-c3ccccc3[N+](=O)[O-])o2)C(=O)NCCCN(C)C)cc1,0.1,-1,18,-16,1.3,i,-3,18,-5
COc1ccc2nc(NCc3cccnc3)sc2c1,0.1,-3,6,-5,0.1,i,1,1,-3
CC1CC1c1ccc(/C=C(\C#N)C(=O)Nc2ccc(Cl)cc2)o1 (configuration not stated),1.0,-2,3,-8,0.1,i,2,-11,29
COCCNC(=O)/C(C#N)=C/c1ccc(OC(=O)c2cccs2)c(OC)c1,-1.0,-2,3,-5,0.9,i,-1,0,10
NC(CCc1ccccc1)c1csc(Nc2nncc3ccccc23)n1 (configuration not stated),-0.4,-4,-10,-1,-0.3,i,-4,-2,-5
C(=N/Nc1cc(N2CCOCC2)nc(N2CCOCC2)n1)/c1ccccc1,-0.3,-5,5,4,5.0*,i,-1,-3,20
CCc1nnc(NC(=O)C2CCCN2C(=O)Nc2ccccc2)s1 (configuration not stated),-0.5,-3,10,-5,0.3,i,-1,4,-4
NS(=O)(=O)c1ccc(CCNC(=O)CNCCc2ccccc2)cc1,-0.5,-1,0,1,0.2,i,0,2,-1
Cc1ccc(C(=O)OCC(=O)Nc2ccccc2C(F)(F)F)cc1S(=O)(=O)N1CCCCC1,0.1,-1,1,-5,2.3,i,2,0,21
CC(=O)c1ccc(Nc2cc(C)nc3ccccc23)cc1,-0.1,-4,-17,-18,3.1,i,-3,3,0
O=C(Nc1cccc(C(F)(F)F)c1)C1CCCN(c2ncccn2)C1 (configuration not stated),0.1,-4,-10,-7,0.7,i,0,2,8
O=C(CNC(=O)COc1ccccc1)NCCc1ccccn1,-0.6,-7,13,3,-1.3,i,3,3,-3
COc1ccccc1CNC(=O)COC(=O)COc1ccccc1F,0.1,-12,-3,-1,-0.6,i,0,6,-10
COc1ccc(C(CNC(=O)C2CCN(S(=O)(=O)c3ccc(F)cc3)CC2)N(C)C)cc1 (configuration not stated),-1.2,-1,-5,5,1.7,i,0,-7,-5
COc1ccc(N(CN2C(=O)C3CC=CCC3C2=O)C(=O)c2ccco2)cc1 (configuration not stated),-0.6,-1,5,-3,0.1,i,1,6,-1
COc1ccc(-c2cn(-c3ccc(C)cc3)c(=O)n2CC(=O)Nc2ccc(OC)c(OC)c2)cc1,0.4,1,-14,2,-0.1,i,-1,1,8
